# From PubChem
# TcdB GH inh: blocks C. difficile toxin B glycohydrolase activity; P18177; TcdB glycohydrolase enzymatic assay, plate reader; inhibition, % at 9.99 µM; hit rate 0.24% among 350,000; AID 652162; in the data active = inhibition above about 10%
# Anthrax LF inh2: blocks Bacillus anthracis lethal factor protease. inhibition, % at 10 µM. multiplex microsphere protease cleavage assay, LF. hit rate 0.12% among 360,000. P15917; also: plate controls were buffer without enzyme for full effect and enzyme alone for no effect
# Target sequence (P15917 whole entry, looked up): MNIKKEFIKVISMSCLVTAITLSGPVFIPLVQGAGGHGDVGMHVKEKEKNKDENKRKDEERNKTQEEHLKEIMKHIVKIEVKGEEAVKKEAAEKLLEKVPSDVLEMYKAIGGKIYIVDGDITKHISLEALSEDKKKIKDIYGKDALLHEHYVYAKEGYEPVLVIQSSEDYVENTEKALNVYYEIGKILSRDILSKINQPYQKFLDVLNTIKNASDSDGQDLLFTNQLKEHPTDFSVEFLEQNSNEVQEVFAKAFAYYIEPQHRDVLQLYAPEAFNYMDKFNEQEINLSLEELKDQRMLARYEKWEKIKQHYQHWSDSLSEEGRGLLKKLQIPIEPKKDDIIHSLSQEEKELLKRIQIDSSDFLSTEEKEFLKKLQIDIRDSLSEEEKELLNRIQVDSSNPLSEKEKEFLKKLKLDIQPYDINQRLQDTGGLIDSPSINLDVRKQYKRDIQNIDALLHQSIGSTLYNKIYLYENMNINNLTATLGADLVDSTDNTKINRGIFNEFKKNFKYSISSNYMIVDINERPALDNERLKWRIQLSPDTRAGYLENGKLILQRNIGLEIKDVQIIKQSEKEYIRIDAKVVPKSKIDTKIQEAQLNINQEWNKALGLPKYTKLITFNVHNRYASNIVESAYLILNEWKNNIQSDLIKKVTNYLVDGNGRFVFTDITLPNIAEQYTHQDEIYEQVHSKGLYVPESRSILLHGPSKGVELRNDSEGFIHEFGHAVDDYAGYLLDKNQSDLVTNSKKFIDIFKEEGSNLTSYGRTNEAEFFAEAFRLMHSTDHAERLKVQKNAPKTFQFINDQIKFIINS
# BoNT-F LC inh: inhibitors of Botulinum neurotoxin F light chain protease; inhibition, % at 10 µM; Multiplex microsphere protease cleavage assay, flow cytometry; hit rate 0.22% among 360,000; in the data active = inhibition above about 35%, passing the limit was not always enough; inconclusive = no clear call, values can overlap the other calls; also: plate controls were buffer without enzyme for full effect and enzyme alone for no effect
# PrPC TRFRET: reduces human prion protein on the cell surface; hit rate 0.43% among 370,000; P04156; cell surface PrPC, TR-FRET read-out; inhibition, % at 13.8 µM; in the data active = inhibition above about 24%; also: 0% = median of the test wells and 100% = reference compound wells
# PfHsp40 rescue: restores yeast growth despite PfHsp40 toxicity. S. cerevisiae expressing PfHsp40, growth rescue, ATP luminescence. growth rescue, % at 12.5 µM. hit rate 0.68% among 340,000. AID 504582; in the data active = growth rescue above about 28%, passing the limit was not always enough; inconclusive = no clear call, values can overlap the other calls;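 also: yeast W303a lacking pdr1 and pdr3 grown in galactose medium; growth measured after three days at 30 °C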
# BoNT-A LC inh2: blocks Botulinum neurotoxin A light chain protease; hit rate 0.17% among 360,000; multiplex microsphere protease substrate cleavage, flow cytometry; inhibition, % at 10 µM; AID 588499; also: plate controls were buffer without enzyme for full effect and enzyme alone for no effect
# Yp Topo-I inh: blocks Yersinia pestis topoisomerase I activity. Y. pestis Topo-I cleavage product accumulation, plate reader. activity, % at 10 µM. hit rate 0.064% among 360,000; in the data active = activity above about 50%, passing the limit was not always enough; inconclusive = no clear call, values can overlap the other calls; also: inactives centre near 2
# CCHFV vOTU inh: CCHFV vOTU protease inhibition; Pep-AMC fluorescence; inhibition, % at 11.5 µM; hit rate 0.55% among 370,000; AID 651958; in the data active = inhibition above about 30%; also: 0% = vehicle wells with enzyme and 100% = no enzyme wells
# FadD28 binding: M. tuberculosis FadD28 bisubstrate binding inhibition | hit rate 0.22% among 360,000 | AID 588549 | FadD28 bisubstrate probe binding, fluorescence polarization | inhibition, % at 12.5 µM; in the data active = inhibition above about 8.5%, passing the limit was not always enough; inconclusive = no clear call, values can overlap the other calls
# An asterisk follows results filed as active; ? = inconclusive; / = no result given. Rule as the data show it, unless noted: active = inhibition above about 30%; inconclusive = no clear call, values can overlap the other calls; inactive = below that.
SMILES,TcdB GH inh,Anthrax LF inh2,BoNT-F LC inh,PrPC TRFRET,PfHsp40 rescue,BoNT-A LC inh2,Yp Topo-I inh,CCHFV vOTU inh,FadD28 binding
CCCCOP(=O)(OCCCC)C1(NS(=O)(=O)c2ccccc2)C=CC(=O)c2ccccc21 (stereo not given),/,-5,-20,-24,4.4,0.3,19,20,-2.8
c1ccc(N2CCOCC2)c(Nc2nc3ccccc3n3cnnc23)c1,1.1,-7,-10,-2,1.2,0.3,40,1,-0.3
CCOc1ccc(/C=N/Nc2nc(=O)[nH]nc2C)cc1OC,/,-2,3,3,-0.7,-0.1,-3,13,-2.0
CC(C)(CO)NCc1ccc(Br)cc1,1.8,-6,1,-3,0.2,-0.5,-5,-3,-3.8
CC(OC(=O)CCOc1ccccc1)C(=O)Nc1ccc(Cl)cn1 (stereo not given),0.0,1,0,-3,0.2,-2.3,27,18,-0.9
O=C(CN1C(=O)CCC1=O)c1ccc(-c2ccccc2)cc1,1.5,-2,3,1,-0.9,-0.6,-4,-11,-0.9
CC1(C)CC2CC(C)(CN2Cc2cccc([N+](=O)[O-])c2)C1 (stereo not given),-6.6,-6,-9,4,-1.1,-2.2,-1,-3,2.8
COC(=O)C1=C(C)N(C)C(=S)NC1c1ccc(Cl)cc1 (stereo not given),0.1,0,-2,1,0.9,0.1,3,-6,-2.6
Cc1cc(-c2nnc(SCC(=O)N3C(C)CCCC3C)o2)no1 (stereo not given),/,-1,5,-2,-0.6,?,-2,-9,-1.1
CC1CCCCN1C(=O)CSCC(=O)Nc1nc(-c2cccs2)cs1 (stereo not given),-1.0,-4,-4,-1,0.5,-0.3,42,2,-3.0
Cn1nc(C(F)(F)F)c2cc(C(=O)Nc3ccc(F)cc3)sc21,1.2,-11,3,5,0.9,1.0,2,15,-0.8
CC(C)CNC(=O)NC(=O)COC(=O)c1cccc(NS(=O)(=O)c2ccc(F)c(F)c2)c1,/,2,-8,6,1.3,-0.4,0,18,0.8
CC1CCCN(S(=O)(=O)c2ccc(C(=O)Nc3nnc(-c4ccccn4)o3)cc2)C1 (stereo not given),-1.4,-1,-1,-3,-0.6,-0.2,1,2,0.3
CC/C(=N\NC(=O)c1ccc(N(C)C)cc1)c1ccccc1,/,0,-3,-6,-1.0,1.1,-2,9,-0.4
Cc1cc(C)n(/N=C/c2cc([N+](=O)[O-])ccc2O)c(=O)c1,1.5,-2,6,-9,-0.3,-1.1,-2,7,-0.2
CCCCn1c(=O)[nH]c(=O)c2c1nc(-c1ccc(-c3ccccc3Br)o1)n2CCOC,/,-1,3,3,-1.3,0.3,5,3,-2.5
Cc1ccc(Nc2cc(C)nc3ncnn23)c(C)c1,0.3,13,3,1,-0.8,-0.2,10,-5,-4.9
O=C(NCc1ccco1)c1ccc(-c2ccccc2Cl)o1,1.0,-10,-5,1,2.1,-0.2,3,19,-5.2
Cc1ccc(C(=O)Nc2cccnc2)cc1[N+](=O)[O-],0.3,0,-3,-5,1.6,-0.3,-3,-2,0.3
CC(C)=C1C2C=CC1C1C(=O)N(c3ccc4c(c3)OCO4)C(=O)C21 (stereo not given),/,2,-28,5,1.3,-0.6,0,3,0.0
CCOc1ccccc1NC(=O)COC(=O)C1CCC(=O)N1 (stereo not given),-0.3,1,5,14,0.3,-0.2,-2,-1,-2.5
CC(C)c1ccc(N2C(=NC(=O)C3CCCO3)SC3CS(=O)(=O)CC32)cc1 (stereo not given),0.8,1,-3,-6,-0.5,-1.4,-1,4,-2.0
COc1ccc(S(=O)(=O)N(C)CC(=O)NCc2ccco2)cc1OC,1.2,-17,-18,-5,-0.5,-1.1,-4,1,-1.1
COC(=O)C1=C(c2ccc(-c3ccccc3)c(F)c2)C[C@@H]2CC[C@H]1N2C(=O)N1CCOCC1,0.6,1,1,10,3.9,-0.5,28,2,-6.1
COc1ccccc1CCC(=O)Nc1ccc2c(c1)c(=O)n(C)n2C,0.6,-3,-1,-6,/,0.0,9,-119,-3.6
SMILES,TcdB GH inh,Anthrax LF inh2,BoNT-F LC inh,PrPC TRFRET,PfHsp40 rescue,BoNT-A LC inh2,Yp Topo-I inh,CCHFV vOTU inh,FadD28 binding
O=C(CCNS(=O)(=O)c1ccc(Br)cc1)NCc1ccc2c(c1)OCO2,/,-1,-3,11,-1.1,-2.1,-4,-16,-3.1
O=C(COc1ccccc1[N+](=O)[O-])NNC(=O)Nc1cccc2ccccc12,0.6,-1,4,-11,-0.2,0.4,-14,0,-4.0
O=C(Cc1ccc(F)cc1)OCN1C(=O)c2ccccc2C1=O,3.3,-3,-3,3,1.6,0.3,5,9,-2.1
CCn1c(=O)c2c(n3c(=S)[nH]nc13)-c1ccccc1CC21CCCCC1,2.1,0,-4,-4,6.2,0.2,11,-5,-4.5
COc1ccc(CCNC(=O)c2ccccc2)cc1,0.8,-9,?,-8,0.4,-0.9,-1,5,-1.1
O=C(CSc1ccc(-c2cccnc2)nn1)Nc1ccccc1F,2.3,/,/,0,-1.3,/,7,-5,-0.1
Cc1ccc2nc(Nc3ccc(F)cc3)c3nncn3c2c1,1.0,-18,1,6,-1.6,1.2,10,-7,-4.2
COC(=O)c1cccc(NC(=S)NCc2ccc(F)cc2)c1,-0.4,-3,-5,-1,1.4,-0.7,9,5,-3.1
N/C(=N\O)c1ccc([N+](=O)[O-])s1,2.4,-5,-7,-47,-1.8,-0.9,-6,-1,-3.4
COc1ccc(C(NC(=O)C2CCN(CCCc3ccccc3)CC2)c2ccccn2)cc1 (stereo not given),/,0,-7,/,/,-0.1,-1,/,-3.1
Cc1ccc(S(=O)(=O)N2CCOCC2)cc1NC(=O)CSc1cccc[n+]1[O-],/,0,-5,8,-0.6,-0.4,-4,-5,-1.6
Cc1sc2ncn(/N=C/c3ccco3)c(=O)c2c1C,0.0,-1,-4,2,1.4,-0.4,16,-1,-0.3
Cc1ccc(S(=O)(=O)N2CC(=O)NC(=O)C2)cc1,2.2,2,9,7,1.0,2.1,-2,-12,-0.2
O=C(CCS(=O)(=O)c1cccc2nsnc12)NC1CCCCC1,/,1,6,-7,-1.0,4.1,-9,-6,0.4
N#C/C(=N\Nc1ccc(Br)cc1)C(=N)N1CCOCC1,2.4,0,1,6,0.2,-0.4,-5,17,-2.6
Cc1nnc(SCCn2c(N3CCCC(C)C3)nc3c2c(=O)[nH]c(=O)n3C)s1 (stereo not given),/,-5,7,5,-0.3,1.0,0,-10,-2.2
Cc1ccc(NC(=O)c2ccc(=O)[nH]c2)cc1S(=O)(=O)N1CCCCC1,1.7,-7,-4,-3,-2.5,-0.6,1,4,-6.3
CN(C(=O)COc1ccc(Cl)cc1Br)C1CCCCC1,2.2,2,2,5,-0.4,1.0,21,19,-5.2
CCC1CC(C)(C(=O)Nc2ccc(S(N)(=O)=O)cc2)OC1=O (stereo not given),/,5,1,3,-0.1,-1.7,6,-1,0.0
CSC1=NC(=O)/C(=C\c2cccc3ccccc23)S1,1.7,-6,-3,-6,?,0.1,4,8,-6.4
CCOC(=O)C1CCN(C(=O)/C=C/c2cccs2)CC1,-1.4,-1,-2,-10,-0.2,0.9,7,-3,-1.2
O=C1CC(N2CCC(c3nc4ccccc4o3)CC2)C(=O)N1 (stereo not given),0.2,-2,-4,7,-1.0,-0.5,3,-7,-2.1
COc1ccc(O)c(/C=N/Nc2nc(C)cc(-c3ccccc3)n2)c1,-0.6,-9,-15,2,1.1,-0.6,-4,10,0.0
Cc1nnc(NC(=O)c2cccc(S(=O)(=O)N3CC(c4ccccc4)CC3=O)c2)s1 (stereo not given),2.0,-7,3,-5,0.2,0.2,12,11,1.0
COc1ccc(CCNC(=O)CCS(=O)(=O)c2cccc3nsnc23)cc1OC,/,-6,4,-33,-0.4,1.0,-5,-5,1.1

# An excerpt from above in order of number of heavy atoms, highest first.
SMILES,TcdB GH inh,Anthrax LF inh2,BoNT-F LC inh,PrPC TRFRET,PfHsp40 rescue,BoNT-A LC inh2,Yp Topo-I inh,CCHFV vOTU inh,FadD28 binding
COc1ccc(C(NC(=O)C2CCN(CCCc3ccccc3)CC2)c2ccccn2)cc1 (stereo not given),/,0,-7,/,/,-0.1,-1,/,-3.1
Cc1ccc(S(=O)(=O)N2CCOCC2)cc1NC(=O)CSc1cccc[n+]1[O-],/,0,-5,8,-0.6,-0.4,-4,-5,-1.6
Cc1ccc(NC(=O)c2ccc(=O)[nH]c2)cc1S(=O)(=O)N1CCCCC1,1.7,-7,-4,-3,-2.5,-0.6,1,4,-6.3
O=C(Cc1ccc(F)cc1)OCN1C(=O)c2ccccc2C1=O,3.3,-3,-3,3,1.6,0.3,5,9,-2.1
COC(=O)c1cccc(NC(=S)NCc2ccc(F)cc2)c1,-0.4,-3,-5,-1,1.4,-0.7,9,5,-3.1
N#C/C(=N\Nc1ccc(Br)cc1)C(=N)N1CCOCC1,2.4,0,1,6,0.2,-0.4,-5,17,-2.6

# (more compounds)
SMILES,TcdB GH inh,Anthrax LF inh2,BoNT-F LC inh,PrPC TRFRET,PfHsp40 rescue,BoNT-A LC inh2,Yp Topo-I inh,CCHFV vOTU inh,FadD28 binding
O=C(NCc1ccccc1)c1ccc2nc(N3CCOCC3)sc2c1,-0.2,1,1,5,-1.7,1.7,-8,-1,-0.6
Cc1cccc(Nc2nc(NC(C)C)nc(Oc3ccc(=O)n(C)n3)n2)c1,/,-2,-4,-11,1.0,-2.4,-1,1,-3.7
CCCNC(=S)N1CCC(NC(=O)Nc2ccc(C)cc2)CC1,1.3,-5,-4,-9,-1.2,0.3,0,-16,-1.2
CCN(CC)c1ccc(NC(=O)c2ccc(NC(=O)C3CCCO3)cc2)c(C)c1 (stereo not given),/,-1,2,0,-1.3,2.3,5,7,0.1
Cc1c(Cl)cccc1-n1cnc(=O)c2ccccc21,0.3,20,?,5,1.1,-0.1,-2,2,0.3
COc1ccccc1C1OCC(C)([N+](=O)[O-])CO1 (stereo not given),0.5,-2,-4,5,-1.5,-0.5,3,7,-0.4
CN1CCN(C(=S)NC(=O)c2ccc(Br)cc2)CC1,0.5,-4,-18,9,-0.3,-0.6,-1,-1,-1.6
CCN(CC)Cc1c(O)ccc2c(=O)c(-c3ccccc3OC)coc12,-0.4,7,?,3,-1.3,-3.3,0,-160,0.0
Clc1ccccc1Nc1ncnc2c1nnn2Cc1ccccc1,-0.7,-5,-2,5,0.6,?,5,-6,1.0
CCOC(=O)C(C)Oc1cccc2c(=O)n(CC(=O)Nc3ccc(OCC)cc3)ccc12 (stereo not given),1.5,0,-5,-5,-0.3,-0.4,-3,1,-2.1
Cc1cccc(N(C(=O)c2csnn2)C(C(=O)NCc2ccccc2)c2ccc(C)o2)c1 (stereo not given),1.2,7,0,-7,-0.7,1.5,25,1,-1.4
O=C(/C=C/c1ccc(OCCCF)cc1)NCc1ccc(Cl)c(Cl)c1,/,2,13,7,0.5,0.8,9,6,-4.9
Cc1ccc(-n2nc3c(=O)n(CCCC(=O)NCc4cccc(F)c4)nc(C)c3c2C)cc1,1.3,2,0,14,-0.1,-2.8,-12,12,-0.5
Cc1nc2ccc(C(=O)N/N=C/c3cc([N+](=O)[O-])ccc3O)cc2[nH]1,0.0,-3,0,-1,0.3,-1.3,-14,-8,2.0
Cc1cc(C2C(C#N)=C(N)OC3=C2C(=O)CCC3)c(C)s1 (stereo not given),/,0,-8,3,-0.7,-1.0,9,6,-1.8
CCc1cc(=O)oc2c(C)c(OC(C)C(=O)NCC3CCC(C(=O)O)CC3)ccc12 (stereo not given),0.3,1,2,-7,-0.1,-0.2,-7,8,-2.5
Cc1ccc(OCC(=O)NNC(=O)c2ccco2)c(C)c1,1.6,2,1,-2,-0.8,-0.3,7,4,-0.5
CC(C)(C)OC(=O)N1CCC[C@H]1c1nnc(SCc2cccc(Cl)c2)o1,1.1,-10,?,4,-0.5,?,17,-4,-2.0
COc1ccc(-c2ccc(CCC(=O)O)n2Cc2ccco2)cc1,0.3,-6,-3,7,1.4,-0.3,2,-15,-0.7
O=C(NN1C(=O)c2ccccc2NC1c1ccc([N+](=O)[O-])o1)c1ccc(Br)cc1 (stereo not given),-2.4,-1,4,-12,12,0.0,-3,-6,1.1
CN(C)C(=O)CSc1n[nH]c(=O)[nH]c1=O,1.9,0,-1,-1,-0.6,0.1,6,-12,0.1
CCc1nnc(NC(=O)CSc2nnc3nc(C)cc(C)n23)s1,0.0,6,4,5,-0.9,2.4,-3,-15,-0.3
O=C(O)CSc1ccccn1,/,1,-1,0,1.2,0.3,-3,17,-3.2
